# Runt-SMMHC FRET: inhibitors of RUNX1 Runt–CBFb-SMMHC binding, primary screen, biochemical, FRET, Cerulean-Runt, Venus-CBFb-SMMHC, uHTS; Runt-related transcription factor 1 (Homo sapiens) + Core-binding factor subunit beta …; Cerulean-Runt/Venus-CBFb-SMMHC FRET ratio 530/480, 1 h; inhibition, % at 20 µM; actives 0.74% (n = 220,000);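 active means mean inhibition across duplicate retests at 20 µM reaching about 50%, limit read from the data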;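 further: 0% = DMSO wells and 100% = wells with excess untagged CBFb-SMMHC; inhibitors lower the FRET ratio by blocking Runt binding to CBFb-SMMHC; some results filed as inactive read as strong as hits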
# Target sequence (Q01196 whole entry, looked up): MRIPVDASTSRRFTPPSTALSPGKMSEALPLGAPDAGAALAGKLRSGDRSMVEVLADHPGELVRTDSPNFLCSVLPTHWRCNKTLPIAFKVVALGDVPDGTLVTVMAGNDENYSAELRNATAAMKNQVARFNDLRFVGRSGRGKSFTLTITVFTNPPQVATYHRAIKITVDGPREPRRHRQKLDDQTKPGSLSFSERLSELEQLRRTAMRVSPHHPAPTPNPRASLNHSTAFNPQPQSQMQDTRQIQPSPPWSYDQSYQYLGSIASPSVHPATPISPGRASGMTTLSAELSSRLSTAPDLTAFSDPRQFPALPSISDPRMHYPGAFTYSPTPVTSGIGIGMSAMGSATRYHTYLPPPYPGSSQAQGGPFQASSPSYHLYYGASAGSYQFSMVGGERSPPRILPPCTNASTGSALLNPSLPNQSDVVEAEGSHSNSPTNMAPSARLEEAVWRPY
# Target sequence (Q13951 whole entry, looked up): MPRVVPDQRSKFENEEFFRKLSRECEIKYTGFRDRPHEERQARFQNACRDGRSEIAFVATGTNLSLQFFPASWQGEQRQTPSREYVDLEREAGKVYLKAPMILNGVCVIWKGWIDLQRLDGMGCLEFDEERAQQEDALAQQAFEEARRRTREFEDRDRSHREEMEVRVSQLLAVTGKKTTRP
# NCF1 inh: p47phox/p22phox peptide binding inhibitors, primary screen, biochemical, uHTS, NADPH oxidase regulatory subunit; AID 1274, 2008; fluorescence polarization, 2 h; inhibition, % at 24.7 µM; actives 0.53% (n = 220,000); Neutrophil cytosol factor 1 (Homo sapiens), P14598;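 active means inhibition above about 30%, limit read from the data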;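 further: 0% = p47phox with labelled peptide and 100% = labelled peptide alone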
# TbHK1 inh: Trypanosoma brucei hexokinase 1 inhibitors, primary screen, biochemical, G6PDH-coupled NADH absorbance, MLSCN library. inhibition, % at 10 µM. hexokinase 1 [Trypanosoma brucei]. recombinant TbHK1, G6PDH-coupled NADH A340. actives 0.11% (n = 220,000);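 active means inhibition of 50% or more in the single-dose primary screen; inactive means inhibition below 50%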
# 14-3-3 Bad inh: inhibitors of 14-3-3 zeta/Bad binding, primary screen, biochemical, TR-FRET, bovine 14-3-3 zeta. TR-FRET 14-3-3zeta/Dy647-pBad peptide displacement, 1 h. 14-3-3 protein zeta/delta (Bos taurus), P63103. actives 0.71% (n = 220,000). inhibition, % at 21.7 µM;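 active means inhibition above about 70%, limit read from the data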;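 further: 0% = full 14-3-3 plus peptide FRET controls and 100% = background without 14-3-3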
# Hck Nef HTS: inhibitors of Nef-activated human Hck kinase, primary screen, biochemical, Z-Lyte FRET, 384-well, Hck-YEEI; Tyrosine-protein kinase HCK (Homo sapiens), P08631; Recombinant Hck-YEEI plus Nef, Z-Lyte FRET kinase assay; inhibition, % at 20 µM; actives 0.68% (n = 220,000); AID 463187, 2010;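 active means Hck-Nef kinase inhibition above about 50%, limit read from the data; inactive means inhibition below that limit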;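 further: 0% = DMSO with Hck plus Nef and 100% = Hck alone without Nef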
# Mdm2 ligase inh: MDM2-luciferase reporter signal enhancers, primary screen, MDM2 E3 ligase inhibitor project, cell-based, luminescence, 1536-well. signal enhancement, % at 5 µM. cell-based MDM2 ubiquitination luciferase reporter, 2 h; 0 = plate control, 100 = twice control, blank-subtracted. E3 ubiquitin-protein ligase Mdm2 (Homo sapiens), Q00987. actives 0.11% (n = 210,000);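 active means signal enhancement of 30% or more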;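 further: luminescence tracks abundance of the self-degrading MDM2-luciferase fusion protein; higher signal means inhibition of MDM2 E3 ligase activity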
#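 Test system: stable mammalian line carrying autodegrading MDM2–luciferase fusion reporter; quantity: 2000 cells in each well; times: 4 h cell settling then 2 h compound exposure, 37 °C; detection: luminescence with SteadyLite reagent, 15 min at room temperature; evaluation: percent signal gain over controls, blank-subtracted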
# EBV gp42 block: Epstein-Barr virus gp42 inhibitors, primary screen, biochemical, uHTS, fluorescence polarization; Glycoprotein 42 (Epstein-Barr virus (strain AG876)), Q1HVG2; AID 1085, 2008; actives 0.42% (n = 220,000); Fluorescence polarization binding assay, mP read-out; inhibition, % (tested at 21.74 µM); in the data active means inhibition above about 50%
# Target sequence (Q1HVG2 whole entry, looked up): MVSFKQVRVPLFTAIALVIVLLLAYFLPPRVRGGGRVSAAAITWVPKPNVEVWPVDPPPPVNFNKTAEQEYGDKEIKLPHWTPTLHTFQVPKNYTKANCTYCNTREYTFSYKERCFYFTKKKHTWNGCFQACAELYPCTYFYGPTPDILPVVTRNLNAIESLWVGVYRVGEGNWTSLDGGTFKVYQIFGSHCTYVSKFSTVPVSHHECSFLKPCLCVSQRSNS
# Runt-CBFb FRET: inhibitors of RUNX1 Runt–CBFb binding, primary screen, biochemical, FRET, Cerulean-Runt, Venus-CBFb, uHTS | Runt-related transcription factor 1 (Homo sapiens) + Core-binding factor subunit beta … | Cerulean-Runt/Venus-CBFb FRET ratio 530/480, 1 h | inhibition, % at 20 µM | actives 0.46% (n = 220,000) | AID 1496, 2009;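 active means inhibition over about 50% at 20 µM in the single-dose screen, limit read from the data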;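 further: 0% = DMSO wells and 100% = excess unlabeled CBFb competitor control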
#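 Buffer or medium: Tris pH 7.5 buffer with BSA. Assay system: Cerulean-labeled Runt domain protein. Amount: each fluorescent fusion protein 100 nM. Read-out basis: loss of energy transfer signal. Incubation: 1 h compound exposure, room temperature. Probe or stimulus: Venus-CBFb binding partner, 100 nM. Detection: FRET, excitation 422 nm, emission at 530 and 480 nm.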
# zVAD death inh: inhibitors of zVAD-triggered necroptosis, primary screen, L929 cells | L929 zVAD necroptosis rescue, ATP luminescence, 24 h; with zVAD 60 µM | viability rescue, % at 10 µM | actives 0.38% (n = 220,000);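 active means activation, scaled between plate controls, above about 75%, limit read from the data; inactive means activation under that limit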;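 further: 0% = zVAD with DMSO and 100% = DMSO alone without zVAD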
# Numbers without * were called inactive; nt = no result given; [ ] = remark or other dose.
SMILES,Runt-SMMHC FRET,NCF1 inh,TbHK1 inh,14-3-3 Bad inh,Hck Nef HTS,Mdm2 ligase inh,EBV gp42 block,Runt-CBFb FRET,zVAD death inh
c1ccc(C2CN3CCSC3=N2)cc1 (stereo not given),-2,-3,2,-10,19,-1,-17,-1,1.6
O=c1[nH][nH]cc1C=Nc1ccccc1O,0,11,-3,-2,1,-7,-15,4,75*
COc1c(F)c(F)c(C(=O)O)c(Nc2ccccc2)c1F,2,-2,-8,48,-1,-8,-8,-1,-0.1
O=C(CS(=O)(=O)Cc1ccccc1)Nc1cccnc1,-1,3,2,3,6,-7,-11,1,-0.1
COc1ccc(NC(=O)Nc2nnc(-c3ccccc3F)s2)cc1,-2,-1,-4,-3,6,-7,-9,1,12
CC(C)(C)C(=O)OC/C(N)=N/OC(=O)c1ccc(Cl)c(Cl)c1,-3,-9,-2,-3,10,-12,3,-2,0.8
CCOc1ccccc1Nc1ncnc2ccccc12,0,0,-19,65[fluorescence artefact?],0,-16,-8,1,0.2
COc1ccc(NC(C)=O)cc1S(=O)(=O)Nc1ccc2c(c1)OCCO2,-2,0,2,-12,4,nt,-4,0,0.5
Cc1csc(NC(=O)c2cccn2C)n1,3,-5,-10,0[fluorescence artefact?],1,-12,-28,0,0.4
O=C(COC(=O)C1COc2ccccc2O1)NC1CCS(=O)(=O)C1 (stereo not given),3,-2,5,1,-2,-16,-11,0,-0.2
O=C(O)c1ccccc1C(=O)NCc1cccnc1,4,-1,0,3,-1,-1,-1,-2,-0.2
Cc1nn(Cc2ccc(C(=O)NN)cc2)c(C)c1Cl,-1,2,-7,-2,15,-8,4,2,1.3
CCNc1nc(NCC)nc(OCCOC(=O)Nc2ccccc2)n1,2,-3,4,7,1,1,3,0,nt
CCC(Cc1ccccc1)NC(=O)C1=C(C)C(=O)OC12CCC(C)CC2 (stereo not given),0,-6,-2,-23,19,-8,0,1,-0.9
CCCc1nc2sc3c(c2c(=O)n1N)CCC3,0,2,-4,-1,1,-15,4,0,0.1
Cc1ccc(C(=O)Nc2ccc(S(=O)(=O)N3CCN(C)CC3)cc2)o1,0,-22,-4,-6,-7,13,-11,-1,3.2
CN(C(=O)Nc1cnc2ccccc2c1)c1ccccc1,2,-4,-6,-14,20,9,-12,2,24
Cc1nn(Cc2ccccc2)c2c1C(c1ccncc1)C(C#N)=C(N)O2 (stereo not given),-6,-3,nt,-9,nt,9,-5,-5,nt
c1ccc(CCn2nnc3ccccc32)cc1,-5,-1,-5,2,9,-20,-10,1,1.1
COC(=O)c1c(C(=O)OC)c(C)n(Cc2cccnc2)c1C,0,-3,6,52,12,-10,-14,3,0.6
CN(C)S(=O)(=O)c1ccc(Cl)c(NC(=O)COC(=O)CN2C(=O)NC(C)(C)C2=O)c1,-3,-13,28,-16,-2,2,-3,0,0.2
COc1ccc(NC(=O)Nc2sc(NS(=O)(=O)c3ccccc3)nc2C)cc1,6,-7,-2,-5,31,-2,-6,3,1.2
O=C(Nc1ccccc1)c1cccc(=O)o1,0,-21,-25,-1,12,-8,-6,0,-0.1
O=C1CSC(=O)N1CC(O)COc1ccc(Cl)cc1 (stereo not given),-2,-5,-6,-1,0,-9,0,1,0.3
Cc1nc(C)c(-c2csc(N)n2)s1,nt,-1,7,-3,15,-19,-4,nt,14
CCOC(=O)CN(C(=O)COc1nc(-c2ccccc2)cc(C)c1C#N)c1ccc(C)cc1,4,18,-9,-3,6,-4,-9,-3,-0.1
c1ccc(CN2CCN(c3nc(-c4ccccc4)nc(-n4ccnc4)n3)CC2)cc1,-4,-33,0,-2,0,-2,8,1,0.5
Cn1c(Cc2cccs2)nnc1SCc1nc2ccccc2[nH]1,-4,-7,4,-4,0,-15,-13,-3,1.9
O=c1[nH][nH]c2cc(=O)n(-c3cccc(C(F)(F)F)c3)nc12,-8,6,2,-5,30,-10,0,-6,0.6
Cc1ccc(N(C(=O)c2csnn2)C(C(=O)NC(C)(C)C)c2cccnc2)cc1 (stereo not given),0,6,2,5,30,5,7,18,2.6
c1ccc(-c2nc(NCC3CCCO3)c3oc4ccccc4c3n2)cc1 (stereo not given),-4,-7,-10,70*,-1,-3,24,-6,-0.2
CCOC(=O)C1=C(O)CSC1=Nc1cccc2ccccc12,-2,-8,-1,-19[fluorescence artefact?],2,1,-16,-2,0.2
CC(=O)Nc1ccc(/C=C/c2ccc3cccc([N+](=O)[O-])c3n2)cc1,0,-10,-20,6,24,1,-8,0,2.5
CC1Oc2ccccc2C=C1/C=N/NC(=O)c1ccccc1O (stereo not given),-7,-20,0,-3,2,-27,-12,1,0.9
O=C(CO/N=C/c1ccc(Cl)cc1Cl)NNC(=O)c1cccc(Cl)c1,-3,-1,-9,-2,10,-5,13,0,1.2
O=C(CSc1nc2ccccc2c(=O)n1CCCO)NCc1ccccc1,-7,-17,4,3,6,-7,-15,-2,0.8
CC(C)C(=O)N1CCC2(CC1)Oc1ccc(F)cc1C(=O)C21CC(c2ccc(Cl)cc2)=NO1 (stereo not given),1,-1,-32,-8,20,-5,0,-1,0.1
COc1cccc(NC(=O)CCNC(=O)c2ccccc2Cl)c1,1,-7,-3,-22,1,-7,-1,-2,3.6
CCOc1ccc(C2C(C(=O)c3ccco3)=C(O)C(=O)N2Cc2cccnc2)cc1OC (stereo not given),1,-11,-23,26,0,-11,-10,2,0.1
Cc1ccc(Nc2nc3ccccc3c(=O)[nH]2)cc1C,-2,-6,4,-17,22,-18,-7,-1,9.6
Cc1ccc(S(=O)(=O)Nc2ccc(NC(=O)c3ccc(F)cc3)cc2)cc1,-16,-4,2,-18,20,6,-4,-4,9.5
CC(C)Cn1c2c(c(O)c(C(=O)Nn3c(Cc4ccccc4)nc4ccccc4c3=O)c1=O)CCCC2,2,-23,-7,5,3,-1,-15,-7,nt
CC(C)(C)C(=O)NCCc1nc2ccccc2n1CC(=O)c1ccc(Cl)cc1,-7,-9,-3,0,-5,nt,-19,-3,-0.9
CCN(CC)S(=O)(=O)c1ccc(O)c(C(=O)OCC(=O)N2c3ccccc3CC2C)c1 (stereo not given),-7,-24,-17,11,6,nt,-19,0,-0.4
CCC(C)(C)NC(=O)C(c1ccc(F)cc1)N(Cc1cccs1)C(=O)c1cnccn1 (stereo not given),2,11,1,-9,23,5,4,-3,-1.1
C=CCNC(=O)COC(=O)c1ccc(Cl)c(S(=O)(=O)N(Cc2ccccc2)c2ccccc2)c1,-5,-13,-6,5,1,-9,-42,-2,0.7
O=C(O)CCCc1c(-[n+]2ccccc2)[nH]c2ccccc12,1,-4,-4,8,-5,-14,1,0,0.8
O=C(CSc1nncs1)NC(=O)NCc1ccccc1,-2,5,-1,-1,2,-9,-7,0,1.8
CCC1CCCCN1Cc1ccc(OC)c(OC)c1 (stereo not given),3,-16,-1,4,0,4,-15,-2,-0.2
COc1cc2c(cc1OC)CN(C(=O)CSc1nnc(C)s1)CC2,-1,-5,0,2,7,-11,-23,-2,-0.3

# Seven compounds drawn at random from those above, as already listed:
SMILES,Runt-SMMHC FRET,NCF1 inh,TbHK1 inh,14-3-3 Bad inh,Hck Nef HTS,Mdm2 ligase inh,EBV gp42 block,Runt-CBFb FRET,zVAD death inh
CC(C)(C)C(=O)NCCc1nc2ccccc2n1CC(=O)c1ccc(Cl)cc1,-7,-9,-3,0,-5,nt,-19,-3,-0.9
CCC1CCCCN1Cc1ccc(OC)c(OC)c1 (stereo not given),3,-16,-1,4,0,4,-15,-2,-0.2
CC(C)Cn1c2c(c(O)c(C(=O)Nn3c(Cc4ccccc4)nc4ccccc4c3=O)c1=O)CCCC2,2,-23,-7,5,3,-1,-15,-7,nt
O=C(O)CCCc1c(-[n+]2ccccc2)[nH]c2ccccc12,1,-4,-4,8,-5,-14,1,0,0.8
COc1cc2c(cc1OC)CN(C(=O)CSc1nnc(C)s1)CC2,-1,-5,0,2,7,-11,-23,-2,-0.3
Cc1ccc(S(=O)(=O)Nc2ccc(NC(=O)c3ccc(F)cc3)cc2)cc1,-16,-4,2,-18,20,6,-4,-4,9.5
C=CCNC(=O)COC(=O)c1ccc(Cl)c(S(=O)(=O)N(Cc2ccccc2)c2ccccc2)c1,-5,-13,-6,5,1,-9,-42,-2,0.7

# Carrying on:
SMILES,Runt-SMMHC FRET,NCF1 inh,TbHK1 inh,14-3-3 Bad inh,Hck Nef HTS,Mdm2 ligase inh,EBV gp42 block,Runt-CBFb FRET,zVAD death inh
CCN1CCN(C(c2cccc(OC)c2OC)c2nnnn2Cc2ccco2)CC1 (stereo not given),nt,-7,3,-4,20,-13,-12,nt,-0.6
Cn1cnnc1Sc1ccc(C(=O)NCCC23CC4CC(CC(C4)C2)C3)cc1[N+](=O)[O-],-8,-7,-8,0,1,-6,-2,-12,0.4
CC1(C)Cc2ccccc2C2CC(O)C(=O)N21 (stereo not given),2,-7,4,4[fluorescence artefact?],0,1,1,-1,1.3
CCN(C(=O)CSc1ccc2ccccc2n1)C1CCS(=O)(=O)C1 (stereo not given),3,-15,-5,2,19,-3,-12,-2,0.8
Cc1cc(=O)[nH]c(SCC(=O)Nc2ccnc3ccccc23)n1,6,-26,4,7,10,-11,-6,0,-1.5
Cc1ccc(NC(=O)C2CC(=O)N(Cc3ccccc3)C2)cc1S(=O)(=O)N1CCCCCC1 (stereo not given),-2,-11,1,2,5,-13,37,-2,-0.3
Cn1c2ccccc2c(=O)c2c(O)cccc21,-3,-3,-1,-10,26,-18,0,-1,41
CN1CC(=O)N(CC(=O)Nc2cc(Cl)cc(Cl)c2)C1=O,-1,-7,0,-2,3,-7,-10,1,-0.5
COc1ccc2c(c1OC)CCC2=O,-6,-24,-6,-1,5,15,-8,-3,0.6
CCN1CCC(NC(=O)Nc2cccc(C(F)(F)F)c2)CC1,2,-10,0,-1,13,-18,-15,-1,0.3
CCCn1c(N)c(C(=O)CSc2nc(C)cs2)c(=O)[nH]c1=O,-4,-2,-5,2,-19,4,-13,-2,-1.1
CC1=C/C(=N\N=C2\NC(=O)C(CC(=O)Nc3ccccc3)S2)CC(C)(C)C1 (stereo not given),4,-10,-6,-12,-1,-2,-10,-2,-0.1
C=CCn1c(SCn2nnc3ccccc3c2=O)nnc1-c1ccc(F)cc1,6,-15,0,5[fluorescence artefact?],-5,-15,-25,-1,1.4

# Compound activity deposited in PubChem by several laboratories.
